Screening data: PubChem, National Center for Advancing Translational Sciences (NCATS)
RGS4 inh: blocks human RGS4-accelerated GTP hydrolysis; Potency, µM (top dose mostly 114 µM), for inactives: at the top dose activity change, negative = inhibition, usual class: inhibitors; hit rate 0.039% among 390,000; Transcreener GDP fluorescence polarization, RGS4-accelerated GTP hydrolysis; AID 504845; P49798; also: potency is read from the fitted curve at half-maximal effect; % is scaled to controls: 0 for no effect and ±100 for the full control effect; nearly all actives have a fitted effect of over 75% in size; some results filed as inactive show a strong effect at the top dose
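MLSMR compounds (23 nl, pin-transferred) preincubated 10 min at room temperature with a 500nM (2x) first reagent, then RGS4 at 900nM (2x) plus Transcreener GDP mix added; fluorescence polarization (620/688 nm) read before and after 90 min at 30 °C.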
USP1-UAF1 inh: inhibitors of human USP1/UAF1 deubiquitinase | Potency, µM (series often up to 57.1 µM), for inactives: at the highest dose activity change, negative = inhibition, actives largely listed as inhibitors | AID 743255 | hit rate 0.23% among 390,000 | recombinant USP1/UAF1, Ub-Rhodamine cleavage fluorescence; also: potency is read from the fitted curve at half-maximal effect; % is scaled to controls: 0 for no effect and ±100 for the full control effect; nearly all actives have a fitted effect of over 60% in size; inactives centre near -12
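USP1/UAF1 complex (1 nM) preincubated 15 min at room temperature with compound, then Ub-Rho substrate (150 nM final) added. Kinetic fluorescence at 480/540 nm over 6 reads at 60 s intervals; 50 mM HEPES pH 7.8, 0.5 mM EDTA, 0.1 mg/ml BSA, 1 mM TCEP, 0.01% Tween-20.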
IDH1 R132H inh: inhibitors of human mutant IDH1 R132H. O75874. IDH1-R132H enzyme, NADPH consumption, diaphorase/resazurin fluorescence. Potency, µM (doses to about 76.6 µM), without a hit: at the top dose activity change, negative = inhibition, actives largely listed as inhibitors. hit rate 0.093% among 390,000. AID 602179; also: potency is read from the fitted curve at half-maximal effect; % is scaled to controls: 0 for no effect and ±100 for the full control effect; nearly all actives have a fitted effect of over 65% in size
Target sequence (O75874 whole entry R132H, stated change not applied): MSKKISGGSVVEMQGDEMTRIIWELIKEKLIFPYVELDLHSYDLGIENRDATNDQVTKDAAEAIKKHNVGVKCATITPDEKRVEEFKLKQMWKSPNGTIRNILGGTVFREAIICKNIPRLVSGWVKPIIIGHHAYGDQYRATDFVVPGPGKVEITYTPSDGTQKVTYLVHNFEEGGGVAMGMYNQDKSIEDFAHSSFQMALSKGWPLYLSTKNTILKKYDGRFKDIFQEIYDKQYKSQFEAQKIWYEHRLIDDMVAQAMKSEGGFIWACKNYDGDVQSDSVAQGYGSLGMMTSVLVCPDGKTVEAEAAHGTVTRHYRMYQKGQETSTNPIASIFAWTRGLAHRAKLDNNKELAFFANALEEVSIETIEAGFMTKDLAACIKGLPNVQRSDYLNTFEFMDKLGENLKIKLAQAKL
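IDH1-R132H (0.5 ug/mL dispensed) in pH 7.5 Tris buffer was preincubated 30 min with compound, then given a substrate mix of 0.016 mM NADPH and 2 mM alpha-KG for 80 min at room temperature; remaining NADPH was read by diaphorase/resazurin fluorescence.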
TrxR1 substrate: rat thioredoxin reductase 1 substrate activity. purified TrxR1 substrate turnover, NADPH consumption readout. Potency, µM (doses to about 114 µM), for the others: at the top dose activity change, negative = substrate turnover. O89049. hit rate 0.01% among 390,000; also: potency is read from the fitted curve at half-maximal effect; % is scaled to controls: 0 for no effect and ±100 for the full control effect; nearly all actives have a fitted effect of over 50% in size
Target sequence (O89049 whole entry, looked up): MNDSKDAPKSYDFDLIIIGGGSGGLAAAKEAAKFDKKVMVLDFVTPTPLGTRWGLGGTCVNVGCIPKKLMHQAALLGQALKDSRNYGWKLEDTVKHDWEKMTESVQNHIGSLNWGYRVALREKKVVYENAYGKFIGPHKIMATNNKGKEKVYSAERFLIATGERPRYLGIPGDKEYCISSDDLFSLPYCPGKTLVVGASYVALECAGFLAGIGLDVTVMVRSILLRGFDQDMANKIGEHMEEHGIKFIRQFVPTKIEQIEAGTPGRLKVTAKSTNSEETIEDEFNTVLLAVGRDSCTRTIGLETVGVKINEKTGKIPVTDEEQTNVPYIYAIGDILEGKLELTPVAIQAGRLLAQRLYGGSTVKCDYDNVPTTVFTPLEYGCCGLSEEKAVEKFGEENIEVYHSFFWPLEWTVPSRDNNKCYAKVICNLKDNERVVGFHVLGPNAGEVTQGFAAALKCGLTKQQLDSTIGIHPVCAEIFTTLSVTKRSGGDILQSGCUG
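Rat TrxR1, dispensed at 90 nM, was prereduced with 400 uM NADPH (final) for 5 min at ~22 deg C, then incubated with compound 15 min before 400 uM selenite. A first-read NADPH fluorescence drop versus no-compound background flagged substrates.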
Vif-APOBEC3G blk: blocks the Vif interaction with human APOBEC3G; hit rate 0.076% among 410,000; HeLa A3G-eYFP + Vif (tagged APOBEC3G with the HIV-1 protein that degrades it), YFP fluorescence, overnight; Q9HC16; Potency, µM (top dose mostly 46.1 µM), without a hit: at the highest dose activity, negative = active, usual class: inhibitors; AID 602310;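 also: potency is read from the fitted curve at half-maximal effect; % is scaled to controls: 0 for no effect and ±100 for the full control effect; nearly all actives have a fitted effect of over 60% in size; hits raise eYFP signal because A3G escapes Vif-driven loss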
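HeLa cells stably expressing Vif and C-terminally eYFP-tagged A3G, seeded overnight at 37 deg C, then exposed to compound by pintool overnight at 37 deg C. Rise in yellow fluorescence (Ex 488/Em 500-530, Acumen) marks blocked Vif-driven A3G degradation.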
Vif-A3F inh: Vif-A3F binding inhibition; HeLa A3F-eYFP + Vif (tagged APOBEC3F with the HIV-1 protein that degrades it), YFP fluorescence increase; Potency, µM (highest dose often 46.1 µM), without a hit: at the highest dose activity, negative = active; hit rate 0.2% among 390,000; AID 602313; also: potency is read from the fitted curve at half-maximal effect; % of control where 0% means no effect; nearly all actives have a fitted effect of over 65% in size
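HeLa cells stably expressing A3F-eYFP plus Vif, plated and incubated overnight at 37 deg C, then exposed to compounds overnight at 37 deg C. Blocked degradation read as raised yellow fluorescence (Ex 488/Em 500-530).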
TrxR1 inh: blocks rat thioredoxin reductase 1; hit rate 1% among 390,000; O89049; Potency, µM (highest dose often 114 µM), without a hit: at the top dose activity change, negative = inhibition, hits mostly inhibitors; recombinant rTrxR1, NADPH fluorescence consumption, selenite substrate; also: potency is read from the fitted curve at half-maximal effect; % is scaled to controls: 0 for no effect and ±100 for the full control effect; nearly all actives have a fitted effect of over 65% in size
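Rat TrxR1 (90 nM in the dispensed reagent) was pre-reduced with 400 uM NADPH for 5 min at room temperature, then incubated with compound for 15 min. After 400 uM selenite was added, NADPH fluorescence (Ex 340/Em 450 nm) was followed for 8 min.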
LDHA inh: inhibitors of human lactate dehydrogenase A | purified LDHA, NADH/diaphorase-resazurin fluorescence; hits give low values | activity change, % (values are at about 110 or 230 µM) | hit rate 0.15% among 480,000; in the data active = activity change below about -30%; inconclusive = mostly about -25% to -30%;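 also: plate controls were DMSO wells for no effect and wells without enzyme for full effect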
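Human LDH5 (2 nM) was incubated with 0.06 mM NADH and 0.2 mM pyruvate for 5 min at room temperature in Tris pH 7.4. Remaining NADH was coupled through diaphorase/resazurin, and resorufin fluorescence was read at 0 and 20 min.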
GRP78 ERSR act: ER stress response induction in glioma; U87-MG GRP78 promoter luciferase reporter, 16 h; Potency, µM, for the others: top-dose activation, actives largely listed as activators; hit rate 0.02% among 420,000; AID 602332; also: potency is read from the fitted curve at half-maximal effect; series mostly up to about 76 µM; % of control where 0% means no effect; nearly all actives have a fitted effect of over 35% in size
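ERSR induction read as luciferase luminescence (Bright-Glo, 10 min at room temperature) in stably transfected human U87-MG glioma cells exposed to compounds for 16 h, using GRP78 as sensor.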
An asterisk follows results filed as active; [ ] = dose if it differs, or a comment. Unless noted, calls follow the shape of the dose curve; as a rule, active = well fitted curve in the direction sought with a large enough effect; inconclusive = small, poorly fitted or top-dose-only effect, or another doubt; inactive = no such curve, though single readings can be large; an effect the other way counts as inactive or inconclusive. A portion of the library; count on the stated rates, not on these rows.

How did CC1(C)CC[C@]2(C(=O)O)CC[C@]3(C)C(=CC[C@@H]4[C@@]5(C)CC[C@H](O[C@@H]6O[C@H](C(=O)O)[C@@H](O)[C@H](O[C@@H]7OC[C@H](O)[C@H](O)[C@H]7O)[C@H]6O)C(C)(C)[C@@H]5CC[C@]43C)[C@@H]2C1 do in these assays?
RGS4 inh: -12%; USP1-UAF1 inh: -30%; IDH1 R132H inh: -4%; TrxR1 substrate: -3%; Vif-APOBEC3G blk: -8%; Vif-A3F inh: 7%; TrxR1 inh: 0%; LDHA inh: 5; GRP78 ERSR act: -12%

What do the screens show for `O=C1/C(=C/c2cccnc2)Oc2cc(OS(=O)(=O)c3ccccc3)ccc21`?
RGS4 inh: -46%; USP1-UAF1 inh: -7%; IDH1 R132H inh: inconclusive; TrxR1 substrate: -5%; Vif-APOBEC3G blk: 1%; Vif-A3F inh: inconclusive; TrxR1 inh: -2%; LDHA inh: 0; GRP78 ERSR act: 1%

What do the screens show for `COc1ccc(Cn2c(C3CCCCC3)nc3c(c(=O)c4ccccc4n3C)c2=O)cc1`?
RGS4 inh: -3%; USP1-UAF1 inh: -21%; IDH1 R132H inh: inconclusive; TrxR1 substrate: 3%; Vif-APOBEC3G blk: 2%; Vif-A3F inh: 3%; TrxR1 inh: 29%; LDHA inh: -8; GRP78 ERSR act: -1%

Results for O=C(c1cccs1)N1CCN(C(=O)N2CCOCC2)CC1 ?
RGS4 inh: -7%; USP1-UAF1 inh: 0%; IDH1 R132H inh: 6%; TrxR1 substrate: 5%; Vif-APOBEC3G blk: -4%; Vif-A3F inh: -7%; TrxR1 inh: 11%; LDHA inh: -12; GRP78 ERSR act: -6%

How did Cc1oc(-c2ccc(Cl)cc2)nc1CS(=O)CC(=O)NCCN1CCCC1 (stereo not drawn) do in these assays?
RGS4 inh: -6%; USP1-UAF1 inh: -25%; IDH1 R132H inh: -1%; TrxR1 substrate: 10%[57.1 µM]; Vif-APOBEC3G blk: 1%; Vif-A3F inh: -2%; TrxR1 inh: 9%[57.1 µM]; LDHA inh: -3; GRP78 ERSR act: 1%

Results for Cc1c(CC(=O)N2CCCCC2)c(=O)oc2cc3occ(C(C)(C)C)c3cc12 ?
RGS4 inh: -1%; USP1-UAF1 inh: 10%; IDH1 R132H inh: -8%; TrxR1 substrate: 1%; Vif-APOBEC3G blk: 2%; Vif-A3F inh: 2%; TrxR1 inh: 10%; LDHA inh: -8; GRP78 ERSR act: 0%

How did COc1cc2nc(NCC3CCCO3)n3nc(-c4cccnc4)nc3c2cc1OC (stereo not drawn) do in these assays?
RGS4 inh: -7%; USP1-UAF1 inh: -5%; IDH1 R132H inh: 10%; TrxR1 substrate: 7%[57.1 µM]; Vif-APOBEC3G blk: 5%; Vif-A3F inh: 0%; TrxR1 inh: 28%; LDHA inh: 3; GRP78 ERSR act: -3%

Results for COC(=O)c1ccccc1NC(=O)C1=C(C)C(=O)OC12CCCCCC2 ?
RGS4 inh: -14%; USP1-UAF1 inh: -17%; IDH1 R132H inh: 2%; TrxR1 substrate: 0%; Vif-APOBEC3G blk: 1%; Vif-A3F inh: -7%; TrxR1 inh: 5%; LDHA inh: 3; GRP78 ERSR act: -2%

Results for O=c1[nH]c2cc([N+](=O)[O-])c(NCCO)c([N+](=O)[O-])c2[nH]1 ?
RGS4 inh: 7%; USP1-UAF1 inh: -21%; IDH1 R132H inh: 7%; TrxR1 substrate: -7%; Vif-APOBEC3G blk: 1%; Vif-A3F inh: 14%; TrxR1 inh: -3%; LDHA inh: 1; GRP78 ERSR act: 1%

Results for COCCCn1c(C23CC4CC(CC(C4)C2)C3)n[nH]c1=S ?
RGS4 inh: -6%; USP1-UAF1 inh: -2%; IDH1 R132H inh: 4%; TrxR1 substrate: -3%; Vif-APOBEC3G blk: -1%; Vif-A3F inh: -6%; TrxR1 inh: -15%; LDHA inh: -1; GRP78 ERSR act: 2%

Random excerpt: three entries already listed, in no set order.
What do the screens show for `O=C1/C(=C/c2cccnc2)Oc2cc(OS(=O)(=O)c3ccccc3)ccc21`?
RGS4 inh: -46%; USP1-UAF1 inh: -7%; IDH1 R132H inh: inconclusive; TrxR1 substrate: -5%; Vif-APOBEC3G blk: 1%; Vif-A3F inh: inconclusive; TrxR1 inh: -2%; LDHA inh: 0; GRP78 ERSR act: 1%

How did COc1cc2nc(NCC3CCCO3)n3nc(-c4cccnc4)nc3c2cc1OC (stereo not drawn) do in these assays?
RGS4 inh: -7%; USP1-UAF1 inh: -5%; IDH1 R132H inh: 10%; TrxR1 substrate: 7%[57.1 µM]; Vif-APOBEC3G blk: 5%; Vif-A3F inh: 0%; TrxR1 inh: 28%; LDHA inh: 3; GRP78 ERSR act: -3%

How did CC1(C)CC[C@]2(C(=O)O)CC[C@]3(C)C(=CC[C@@H]4[C@@]5(C)CC[C@H](O[C@@H]6O[C@H](C(=O)O)[C@@H](O)[C@H](O[C@@H]7OC[C@H](O)[C@H](O)[C@H]7O)[C@H]6O)C(C)(C)[C@@H]5CC[C@]43C)[C@@H]2C1 do in these assays?
RGS4 inh: -12%; USP1-UAF1 inh: -30%; IDH1 R132H inh: -4%; TrxR1 substrate: -3%; Vif-APOBEC3G blk: -8%; Vif-A3F inh: 7%; TrxR1 inh: 0%; LDHA inh: 5; GRP78 ERSR act: -12%

Next section:
What do the screens show for `O=C(c1ccccc1S(=O)(=O)NCC(O)COc1ccc([N+](=O)[O-])cc1)N1CCCCC1` (stereo not drawn)?
RGS4 inh: -16%; USP1-UAF1 inh: -19%; IDH1 R132H inh: 13%; TrxR1 substrate: -4%; Vif-APOBEC3G blk: 2%; Vif-A3F inh: -16%; TrxR1 inh: -3%; LDHA inh: -1; GRP78 ERSR act: 0%

Results for Clc1ccc(C[n+]2cc(-c3ccccc3)n3c2CCC3)cc1Cl ?
RGS4 inh: 13%; USP1-UAF1 inh: -9%; IDH1 R132H inh: 1%; TrxR1 substrate: -3%; Vif-APOBEC3G blk: -1%; Vif-A3F inh: 2%; TrxR1 inh: -2%; LDHA inh: -11; GRP78 ERSR act: -7%

How did COCCCNC(=O)c1cc(OC)c(OC)c(OC)c1 do in these assays?
RGS4 inh: -14%[11.4 µM]; USP1-UAF1 inh: -16%; IDH1 R132H inh: -2%; TrxR1 substrate: -8%; Vif-APOBEC3G blk: -5%; Vif-A3F inh: 13%; TrxR1 inh: 5%[57.1 µM]; LDHA inh: -7; GRP78 ERSR act: -6%

How did CCn1c2c(c(=O)n3ncc(C(=O)N4CCN(c5ccccc5)CC4)c13)CN(Cc1ccc(OC)cc1)CC2 do in these assays?
RGS4 inh: -14%; USP1-UAF1 inh: 9%; IDH1 R132H inh: -10%; TrxR1 substrate: 9%[57.1 µM]; Vif-APOBEC3G blk: 2%; Vif-A3F inh: -1%; TrxR1 inh: 7%[57.1 µM]; LDHA inh: 4; GRP78 ERSR act: -4%

Results for CCOc1ccc(N=Cc2c(O)cc(C)oc2=O)cc1 ?
RGS4 inh: -20%; USP1-UAF1 inh: -5%; IDH1 R132H inh: -6%; TrxR1 substrate: -2%; Vif-APOBEC3G blk: 1%; Vif-A3F inh: -1%; TrxR1 inh: 3%; LDHA inh: -15; GRP78 ERSR act: 1%

What do the screens show for `CC(=O)c1c(C)[nH]c(C(=O)Nc2ccc(F)c(F)c2F)c1C`?
RGS4 inh: 23%; USP1-UAF1 inh: 2%; IDH1 R132H inh: 0%; TrxR1 substrate: 1%; Vif-APOBEC3G blk: 0%; Vif-A3F inh: 7%; TrxR1 inh: 20%; LDHA inh: -15; GRP78 ERSR act: 2%

Results for CCOC(=O)N1CC=C2C(C#N)=C(N)C(C#N)(C#N)[C@H](c3ccsc3)[C@H]2C1 ?
RGS4 inh: -41%; USP1-UAF1 inh: -24%; IDH1 R132H inh: 41µM*; TrxR1 substrate: 10%; Vif-APOBEC3G blk: -8%; Vif-A3F inh: -10%; TrxR1 inh: inconclusive; LDHA inh: 4; GRP78 ERSR act: -4%

Results for COc1ccc(OC)c(NC(=O)CCN2CC(C)OC(C)C2)c1 (stereo not drawn) ?
RGS4 inh: -4%; USP1-UAF1 inh: -2%; IDH1 R132H inh: 5%; TrxR1 substrate: 4%; Vif-APOBEC3G blk: -1%; Vif-A3F inh: 4%; TrxR1 inh: 12%; LDHA inh: -1; GRP78 ERSR act: -5%

What do the screens show for `Cc1cc(C(F)(F)F)c(C#N)c(SCC(=O)NC2CC2)n1`?
RGS4 inh: 1%; USP1-UAF1 inh: -5%; IDH1 R132H inh: 6%; TrxR1 substrate: 5%; Vif-APOBEC3G blk: 0%; Vif-A3F inh: -1%; TrxR1 inh: 12%; LDHA inh: -5; GRP78 ERSR act: -4%

How did CCOC(=O)C1=C(CC)Nc2ccccc2N=C1NC(=O)c1cc(C)on1 do in these assays?
RGS4 inh: -5%; USP1-UAF1 inh: -27%; IDH1 R132H inh: -5%; TrxR1 substrate: 4%; Vif-APOBEC3G blk: 0%; Vif-A3F inh: -2%; TrxR1 inh: 23%; LDHA inh: -2; GRP78 ERSR act: 0%
